Screens: PubChem, several laboratories
Platelet DG rel: modulates dense granule release in human platelets. human platelet-rich plasma, SFLLRN dense granule ATP release, luminescence. AID 1663. inhibition, %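 (compounds screened at 7.5 µM in platelet-rich plasma)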. 300,000 tested, 0.22% active;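 active means mean replicate score, as percent of positive control, at or above 50; inconclusive means mean below 50 but at least one replicate at or above 50; inactive means mean and every replicate below 50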
HSF1 activator: increases HSF-1 driven luciferase reporter signal; NIH3T3-HGL HSF-1 luciferase reporter, MG132, 8 h; 100% = twice DMSO control signal; 300,000 tested, 1.7% active; activation, % at 9 µM;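 active means mean replicate activation of at least 50% with a set share of replicates each reaching 50%; inconclusive means only one of those two conditions met; inactive means mean below 50% and too few replicates reaching it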;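 further: 0% = median of the neutral control wells and 100% = twice that signal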
HDAC3 inh: blocks human histone deacetylase 3; O15379; inhibition, % at 8.3 µM; 320,000 tested, 0.15% active; recombinant HDAC3, fluorogenic peptide/trypsin coupled, fluorescence; in the data active means inhibition above about 26%, passing the limit was not always enough; inconclusive means no clear call, values can overlap the other calls
Target sequence (O15379 whole entry, looked up): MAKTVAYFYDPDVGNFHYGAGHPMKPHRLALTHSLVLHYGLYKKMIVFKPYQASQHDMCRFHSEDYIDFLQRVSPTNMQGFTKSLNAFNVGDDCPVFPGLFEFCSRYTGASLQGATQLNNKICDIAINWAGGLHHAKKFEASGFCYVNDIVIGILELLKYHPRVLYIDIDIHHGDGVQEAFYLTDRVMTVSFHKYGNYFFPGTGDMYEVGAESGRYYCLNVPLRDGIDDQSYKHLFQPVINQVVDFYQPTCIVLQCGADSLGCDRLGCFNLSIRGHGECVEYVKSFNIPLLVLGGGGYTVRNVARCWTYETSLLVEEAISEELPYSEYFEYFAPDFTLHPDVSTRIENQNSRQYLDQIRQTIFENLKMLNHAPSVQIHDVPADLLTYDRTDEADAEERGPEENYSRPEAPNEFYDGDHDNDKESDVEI
aSyn UTR inh: MLPCN primary screen, SNCA 5' untranslated region; AID 1813; alpha-synuclein 5'UTR reporter, inhibitor activity; 300,000 tested, 0.82% active; inhibition, % (tested at 7.5 µM); in the data active means inhibition above about 60%; inconclusive means no clear call, values can overlap the other calls;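 further: H4 neuroglioblastoma cells stably carrying SNCA 5'UTR luciferase fusion; 0% = DMSO wells and 100% = positive control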
KLF5 inh: suppresses KLF5 promoter-driven expression. AID 1700. 290,000 tested, 0.23% active. inhibition, % at 5 µM. DLD-1 KLF5 promoter-luciferase reporter, luminescence;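 active means inhibition above a per-plate limit of that plate's mean compound inhibition plus 3 SD, cut at about 60% in these data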;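 further: 0% = DMSO wells and 100% = LY294002 at 200 µM; higher means less KLF5 promoter-driven luciferase light; inactives centre near -14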
HIF act: HIF pathway transcriptional activation | activation, % at 7.5 µM (by protocol) | AID 1910 | U2OS HRE-luciferase reporter, luminescence; normalized: DMSO 0%, desferrioxamine 100% | 300,000 tested, 0.32% active;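 active means mean activation of at least 10% of the iron chelator positive control signal, with at least half of replicates also reaching 10%; inconclusive means mean and replicate majority disagree about reaching 10%; inactive means mean and most replicates under 10%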
HSP90 refold inh: HSP90 refolding inhibition in rabbit reticulocyte lysate; luciferase refolding luminescence, 3 h; inhibition, % at 5.6 µM; 290,000 tested, 0.91% active; AID 1789;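 active means inhibition above the screen-wide mean plus 3 SD, computed separately per campaign, cut at about 16% in these data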;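 further: 0% = DMSO wells and 100% = 60 µM geldanamycin wells; inhibitors lower the luminescence because luciferase stays unfolded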
HSF1 inhib: HSF1 inhibition. 300,000 tested, 0.77% active. NIH3T3-HGL HSE-luciferase, MG132-induced, luminescence 8 h; active compounds read low. activity change, negative = inhibition, % at 7.5 µM (by protocol). AID 2098;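 active means more than half of replicate wells show activity change below -50%, luminescence cut by over half; inconclusive means some wells, but at most half, below -50%; inactive means no replicate well below -50%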;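 further: luciferase reports HSF-1 transcriptional activity via heat shock element; 0% = median of DMSO wells and -100% = zero luminescence signal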
AI-2 QS mod: modulators of Vibrio harveyi AI-2 quorum sensing system | activity change, % at 7.5 µM | AID 2094 | Vibrio harveyi JMH597 AI-2 luminescence/OD600 ratio, 9 h; active compounds read low; strain lacks LuxN and CqsS sensors; 0 = neutral-control median | 300,000 tested, 0.4% active; in the data active means activity change below about -75%, passing the limit was not always enough; inconclusive means no clear call, values can overlap the other calls;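 further: luminescence divided by OD600 gain over 9 h not by final OD600 alone; inactives centre near 13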
IEC-6 tox: IEC-6 cytotoxicity, counter-screen for KLF5 inhibitors. luminescence viability. inhibition, % at 5 µM. 290,000 tested, 0.78% active; in the data active means inhibition above about 22%;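 further: 0% = plate median of test compound wells and 100% = cytotoxic reference compound wells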
Numbers without * were called inactive; u = inconclusive; x = no result given. Some of the compounds tested, so the mix of outcomes need not match the whole.

SMILES | Platelet DG rel | HSF1 activator | HDAC3 inh | aSyn UTR inh | KLF5 inh | HIF act | HSP90 refold inh | HSF1 inhib | AI-2 QS mod | IEC-6 tox
CCCCn1c(O)c(C=Nc2c(C)n(C)n(-c3ccccc3)c2=O)c(=O)[nH]c1=O | -6 | 2 | 0 | -16 | -28 | -0.4 | 9 | 9 | 24 | 4
Cc1ccsc1C(=O)C1CCCN(Cc2cn(C)nc2C)C1 (stereo not given) | 4 | 2 | 1 | 10 | -14 | -0.2 | -4 | 14 | 22 | -9
CCC(C)N1CCN(C(=O)COc2ccc3ccccc3c2)CC1 (stereo not given) | 6 | -2 | 2 | -9 | -29 | 0.4 | -1 | -4 | 7 | 0
CCOc1ccccc1C1SCC(=O)Nc2c1c(=O)[nH]n2C(CC)CC (stereo not given) | -11 | 9 | -1 | -20 | 20 | -0.4 | -2 | 4 | -3 | 5
Cc1ccc(-n2c(O)c(/C=C/C=Nc3ccccc3)c(=O)[nH]c2=O)cc1 | -16 | -5 | 16 | 2 | -11 | 0.3 | 3 | -7 | 16 | -4
CC(=O)N(C1=NCCCS1)c1ccccc1Cl | 1 | x | 1 | 26 | -12 | 0.4 | 3 | x | 5 | 8
O=CC(Cl)P(=O)(N1CCCCC1)N1CCCCC1 (stereo not given) | 9 | -28 | 2 | -12 | -10 | 0.1 | 0 | -12 | -4 | -2
CCN1C[C@]2(OC(=O)c3ccccc3NC(C)=O)CCC(OC)C34C5C[C@H]6C(OC)[C@]5(O)[C@](O)(C[C@@H]6OC)C(C[C@@H]32)[C@H]14 (stereo not given in full) | 0 | -18 | 7 | -13 | 0 | 0.2 | 1 | -5 | 10 | 1
Cc1c(C(c2ccc(Br)cc2)c2c(O)c3ccccc3oc2=O)c(=O)n(-c2ccccc2)n1C (stereo not given) | 0 | 18 | -4 | -3 | -10 | -0.2 | 1 | -1 | -11 | -7
CCN(CC)c1ccc(CNCCc2ccccc2F)cc1 | -2 | 21 | 5 | 11 | 1 | 0.2 | -1 | 6 | 23 | 4
CCOC(=O)c1c(-n2c(C)cc(/C=C3/C(=O)NC(=O)N(CC)C3=O)c2C)sc2c1CCCC2 | x | -10 | 2 | 20 | -14 | -2.1 | -1 | -11 | 15 | -1
CCC(=O)c1cn(Cc2ccccc2C#N)c2ccccc12 | -1 | -14 | 1 | 18 | -5 | 0.3 | 2 | 1 | 23 | 2
COc1ccc(CNCCc2c[nH]c3ccccc23)c(OC)c1C | 5 | -5 | x | 48 | -15 | -1.2 | 3 | -10 | 13 | 14
O=C(Nc1cccc2ccccc12)c1nn(C23CC4CC(CC(C4)C2)C3)cc1Br | 12 | -7 | -1 | 12 | -6 | -0.2 | 5 | -2 | -5 | 1
C=CCn1c(O)c(C(=O)CCCCCC)c(=O)[nH]c1=O | -3 | -3 | -2 | -2 | -17 | -0.2 | -4 | -4 | 10 | 3
Oc1ccc(C(=C(Cl)Cl)c2ccc(O)cc2)cc1 | 6 | -3 | -1 | -7 | -40 | -0.5 | -5 | 2 | -70 | -5
C[C@]12C=CC(=O)C=C1C=C[C@@H]1C2CC[C@]2(C)C(=O)CCC12 (stereo not given in full) | 5 | 24 | 0 | -120 | -28 | -7.1 | -4 | -5 | 14 | -3
O=C(Cn1ncc2c3ccccc3n(Cc3cccc(Cl)c3)c2c1=O)N1CCC2(CC1)OCCO2 | -6 | 41 | 6 | 27 | -18 | 0.0 | 5 | 7 | 17 | -5
COc1cc(OC)c(OC)cc1CN1CCN(C(=O)Cc2ccccc2)CC1 | 7 | -4 | 6 | -15 | -34 | 0.0 | 0 | -14 | 17 | -6
O=c1[nH]c(=S)n(C2CC2)c(O)c1C=NCCc1ccccc1 | -2 | 23 | -6 | -4 | 2 | 0.3 | -3 | 6 | 15 | -2
O=c1c2ccccc2nc(-c2ccco2)n1-c1ccccc1 | -5 | 10 | -5 | 12 | -20 | 0.2 | 6 | -3 | 15 | 8
FC(F)(F)c1ccccc1CN1CCN(Cc2ccccc2)CC1 | 10 | -12 | 5 | 11 | -18 | -0.4 | 0 | -7 | -14 | -2
COc1ccc2[nH]c(C)c(CCNCc3cc(OC)c(OC)c(OC)c3)c2c1 | 28 | 3 | -8 | -3 | -12 | -0.5 | 1 | -5 | 8 | 4
C=CCn1c(O)c(C(C)=NCCc2c[nH]c3ccccc23)c(=O)[nH]c1=O | 4 | 8 | 4 | 6 | 1 | -0.4 | -8 | 12 | 13 | 8
O=C(CCl)Nc1nccs1 | 2 | 7 | -3 | -47 | -5 | -0.7 | 13 | 0 | 0 | 5

The list goes on.
SMILES | Platelet DG rel | HSF1 activator | HDAC3 inh | aSyn UTR inh | KLF5 inh | HIF act | HSP90 refold inh | HSF1 inhib | AI-2 QS mod | IEC-6 tox
O=C(c1cccs1)C1CN2CCC1CC2 (stereo not given) | 8 | 10 | -4 | -7 | -22 | 0.1 | 0 | -1 | 35 | -4
COCCNC(=O)Cn1cc(/C=C2\C(=O)NC(=O)N(c3ccccc3F)C2=O)c2ccccc21 | 1 | -6 | 4 | -22 | -11 | 0.2 | 3 | 5 | 16 | 6
Cc1cc(N2C(=O)CC(N3CCC(n4c(=O)[nH]c5ccccc54)CC3)C2=O)no1 (stereo not given) | -7 | 20 | 10 | -1 | -31 | 0.0 | 3 | 8 | 28 | 5
O=[N+]([O-])c1cc2c(cc1CNCCc1ccc3c(c1)OCO3)OCO2 | -9 | 19 | 0 | -20 | 15 | -0.2 | 0 | 0 | 23 | -6
CC12CN3CC(C)(CN(C1)P3(=O)Oc1ccccc1)C2=O (stereo not given) | 1 | -8 | 1 | 12 | -15 | 0.0 | 0 | -6 | 36 | 4
Nc1cc(N2CCNCC2)ccc1[N+](=O)[O-] | -8 | 5 | 11 | 10 | -14 | 0.1 | 0 | -2 | 12 | 4
O=P(NS(=O)(=O)c1ccc(Cl)cc1)(Oc1ccccc1)Oc1ccccc1 | 14 | -11 | 1 | 19 | -2 | -0.1 | -5 | -2 | 3 | 9
CCOP(=O)(Cc1cc(C#N)oc1C)OCC | 12 | 3 | 8 | -6 | 5 | 0.0 | 3 | -2 | 14 | 1
C=C(C)CSc1nnc([C@@H](N)Cc2c[nH]c3ccccc23)o1 | 0 | 8 | 2 | 0 | -14 | -0.4 | 2 | 10 | 16 | 7
CC12CN3C(O)C(C)(C1)CC(C)(C2)C3O (stereo not given) | -2 | 9 | 3 | 6 | -24 | -0.7 | 0 | -1 | 20 | -2
Cc1cc(C)n2nc(C)[n+](C)c2n1 | -3 | 2 | -1 | -11 | -23 | 0.1 | -5 | -3 | 1 | -1
COC(=O)C(C)NC(=S)N1CC2C[C@@H](C1)Cn1c2cccc1=O (stereo not given in full) | 4 | -9 | 6 | 5 | -27 | -0.7 | -2 | -6 | 19 | 1
O=C(C[N+]12CCC(CC1)C(CO)C2)c1ccc(Br)cc1 (stereo not given) | 4 | 3 | -1 | -13 | -5 | -0.6 | -1 | -2 | 9 | 1
Clc1ccc(COC(Cn2ccnc2)c2ccc(Cl)cc2Cl)c(Cl)c1 (stereo not given) | 0 | 4 | 19 | 14 | 13 | 0.0 | 4 | 9 | 49 | 2
N#CCCn1cc(C(=O)Nc2ccc(F)cc2)c(-c2ccc([N+](=O)[O-])cc2)n1 | -2 | 7 | 2 | 1 | -11 | 0.3 | 1 | -1 | 23 | -1
Cc1ccc(C)c(NP(=O)(Oc2ccccc2)Oc2ccccc2)c1 | -3 | -8 | 0 | 9 | 7 | -21 | 4 | -22 | 19 | -6
CCCCCn1c(=O)c(C(=O)Nc2ccccc2Cl)c(O)c2ccccc21 | 5 | 7 | -7 | -41 | -4 | 1.0 | 2 | 15 | -2 | 9
O=C(NCC(c1cccnc1)N1CCOCC1)Oc1ccccc1 (stereo not given) | -2 | 6 | -1 | -13 | -26 | -0.8 | -2 | 15 | 16 | -6
CC(=O)Nc1nnc(CCN(CCc2nnc(NC(C)=O)s2)[N+](=O)[O-])s1 | -8 | 38 | x | -4 | 9 | -0.1 | 2 | 3 | 6 | 6
O=C(Cn1cc(C(=O)c2ccccc2F)c2ccccc21)NCc1ccco1 | -7 | 18 | 0 | 11 | -14 | x | 0 | 3 | 32 | 6
C=Cn1ccnc1P(O)(=S)c1nc(C)c(CCOC(C)=O)s1 (stereo not given) | 1 | 37 | 1 | -1 | -4 | 0.3 | -3 | 5 | 17 | 0
Cc1ccc(NS(=O)(=O)c2ccc(OCC(=O)N3CCN(C)CC3)cc2)cc1 | 17 | -5 | -3 | 1 | -27 | -0.3 | -1 | -4 | 20 | -7
O=C(c1ccc(F)cc1)C(Cc1ccccc1)N1CCCCC1 (stereo not given) | 0 | 26 | -2 | -60 | -15 | 3.2 | 2 | 8 | 7 | 9
c1ccc(CN2CCNCC2)nc1 | -2 | -8 | x | -1 | -18 | -0.1 | 1 | -14 | 12 | 3
C=CCn1c(O)c(C=Nc2ccc(F)cc2)c(=O)[nH]c1=O | -8 | 12 | 3 | 9 | 1 | -0.9 | 3 | 5 | -6 | 0

Continuation.
SMILES | Platelet DG rel | HSF1 activator | HDAC3 inh | aSyn UTR inh | KLF5 inh | HIF act | HSP90 refold inh | HSF1 inhib | AI-2 QS mod | IEC-6 tox
COc1ccc(OCC(=O)N2CCN(CC3CC4C=CC3C4)CC2)cc1 (stereo not given) | 2 | 6 | -7 | -24 | 3 | -0.3 | 5 | -8 | 6 | 6
CCOc1cc2c(cc1OCC)-n1cccc1C(c1ccccc1O)NC2 (stereo not given) | 7 | 5 | -2 | 18 | 5 | -0.9 | 4 | 7 | 21 | -2
COC(=O)C(=O)N1CC2(C)CNCC(C)(C1)C2=O | 23 | 7 | -2 | 27 | -21 | -1.0 | -3 | -6 | 27 | 2
Cc1cccc(OP(N)(=O)Oc2cccc(C)c2)c1 | -1 | -15 | 1 | -12 | -8 | -0.5 | -6 | -7 | 9 | 0
CN[C@H](C)[C@H](O)c1ccccc1 | 7 | -1 | -6 | -3 | -27 | -0.4 | -2 | -3 | 15 | -4
CC12CCC3C(CCC4C/C(=N/O)CCC43C)C1CCC2O (stereo not given) | -21 | -10 | 3 | 1 | -26 | 0.8 | -1 | -12 | 18 | 4
CCc1ccc(NP(=O)(Oc2ccccc2F)Oc2ccccc2F)cc1 | -3 | -5 | u | -2 | -7 | 0.1 | 0 | 8 | 10 | -1
CC(Cc1cccs1)NCc1ccccc1 (stereo not given) | 21 | -9 | -5 | -9 | 6 | 0.1 | 2 | 4 | 10 | 0
O=C(O)CCn1cc(C=C2C(=O)NC(=S)NC2=O)c(-c2cc3ccccc3oc2=O)n1 | 22 | 2 | x | -1 | -10 | -0.6 | 1 | -4 | 33 | -6
